# CHOP inh: inhibitors of CHOP promoter induction, primary screen, cell-based, unfolded protein response, luciferase reporter; CHO-K1 CHOP-promoter luciferase, tunicamycin-induced, 15-18 h; inhibition, % at 10 µM; 220,000 tested, 3.8% active;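 active = compounds that reduced the stress-induced luciferase reporter signal by more than about 70% of percent inhibition, limit read from the data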;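 also: 0% = tunicamycin plus vehicle and 100% = wells without tunicamycin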
# * marks the source's active call; other numbers are inactive results. Not all compounds are listed; rates above refer to the full screens.
SMILES: O=C1C2C=CC=CC2=NC(=S)N1CCN1CCC(=C(c2ccc(F)cc2)c2ccc(F)cc2)CC1 (stereo unspecified)
- CHOP inh = -1

SMILES: CN1C2CC(OC(=O)[C@H](CO)c3ccccc3)CC1C1OC12 (stereo partly specified)
- CHOP inh = 24

SMILES: OCC1NCC(O)C(O)C1O (stereo unspecified)
- CHOP inh = 23

SMILES: Cc1nc2c(OCc3ccccc3)cccn2c1CC#N
- CHOP inh = 3

SMILES: O=S(=O)(NCCNC/C=C/c1ccc(Br)cc1)c1cccc2cnccc12
- CHOP inh = 95*

SMILES: S=C(S)N1CCCC1
- CHOP inh = -6

SMILES: COc1cccc2c1[C@@H]1CN(CCCCn3c(=O)[nH]c4c(sc5ncc(-c6ccccc6)nc54)c3=O)C[C@@H]1CO2
- CHOP inh = -7

SMILES: NC(Cc1cccc(-c2ccccc2CP(=O)(O)O)c1)C(=O)O (stereo unspecified)
- CHOP inh = -7

SMILES: CCC1(O)CC2CN(CCc3c([nH]c4ccccc34)[C@@](C(=O)OC)(c3cc4c(cc3OC)N(C=O)C3[C@]45CCN4CC=C[C@@](CC)([C@@H](OC(C)=O)[C@]3(O)C(=O)OC)[C@H]45)C2)C1 (stereo partly specified)
- CHOP inh = -76

SMILES: CC(N)=NCc1cccc(CN)c1
- CHOP inh = -5

SMILES: CCCc1c(OCCCOc2ccc(OCC(=O)O)cc2)ccc(C(C)=O)c1O
- CHOP inh = 4

SMILES: Nc1nc(SCc2ccc([N+](=O)[O-])cc2)c2ncn([C@@H]3O[C@H](CO)[C@H](O)C3O)c2n1 (stereo partly specified)
- CHOP inh = -12

SMILES: COc1ccccc1N1CCN(CCN(C(=O)c2ccc(F)cc2)c2ccccn2)CC1
- CHOP inh = -5

SMILES: O=C(O)c1ccccc1Nc1cccc(OCc2ccc3ccccc3n2)c1
- CHOP inh = 7

SMILES: Nc1nc(N)c2nc(CNc3ccc(C(=O)NC(CCC(=O)O)C(=O)O)cc3)cnc2n1 (stereo unspecified)
- CHOP inh = -13

SMILES: CC(C)[C@@H]1NC(=O)[C@H](CCCCN)NC(=O)[C@@H](Cc2c[nH]c3ccccc23)NC(=O)[C@H](Cc2ccc(O)cc2)NC(=O)[C@H](C)N(C)C(=O)[C@H](Cc2ccccc2)NC1=O
- CHOP inh = -1

SMILES: COC(=O)c1c(C)[nH]c(C)c1C(=O)c1ccccc1Cc1ccccc1
- CHOP inh = 0

SMILES: O=c1[nH]c(=O)n([C@H]2C[C@H](O)[C@@H](CO)O2)cc1Br
- CHOP inh = -11

SMILES: COc1cc(NS(C)(=O)=O)ccc1Nc1c2ccccc2nc2ccccc12
- CHOP inh = 19

SMILES: COc1cccc(-c2cc(=O)c3ccccc3o2)c1N
- CHOP inh = -8

SMILES: NC(N)=NCc1cccc(I)c1
- CHOP inh = -7

SMILES: COc1ccc2[nH]cc(CCNC(C)=O)c2c1
- CHOP inh = -1

SMILES: COc1ccccc1N1CCN(CCCCN2C(=O)c3ccccc3C2=O)CC1
- CHOP inh = 5

SMILES: NC(=O)c1cccc(N)c1
- CHOP inh = 12

SMILES: CN/C(=C\[N+](=O)[O-])NCCSCc1ccc(CN(C)C)o1
- CHOP inh = -12

# Quoted from the listing.
# CHOP inh, NC(N)=NCc1cccc(I)c1 : -7
# CHOP inh, Nc1nc(SCc2ccc([N+](=O)[O-])cc2)c2ncn([C@@H]3O[C@H](CO)[C@H](O)C3O)c2n1 (stereo partly specified) : -12
# CHOP inh, OCC1NCC(O)C(O)C1O (stereo unspecified) : 23
# CHOP inh, COC(=O)c1c(C)[nH]c(C)c1C(=O)c1ccccc1Cc1ccccc1 : 0

# More results
SMILES: COc1cccc(OC)c1OCCNCC1COc2ccccc2O1 (stereo unspecified)
- CHOP inh = -1

SMILES: OC(CN1CCN(c2cccc(Cl)c2)CC1)C(c1ccccc1)c1ccccc1 (stereo unspecified)
- CHOP inh = -15

SMILES: CC[C@@H]1Cc2cc(O)ccc2C2=C1c1ccc(O)cc1C[C@H]2CC
- CHOP inh = 4

SMILES: CC#CCOC(=O)c1c(C)nc2sc3c(c2c1N)CCC(O)C3 (stereo unspecified)
- CHOP inh = 7

SMILES: CC1=C(C(=O)O)N2C(=O)[C@@H](NC(=O)C(N)C3=CCC=CC3)[C@H]2SC1 (stereo partly specified)
- CHOP inh = -22

SMILES: CCNC(=O)C1OC(n2cnc3c(NCc4ccccc4)ncnc32)C(O)C1O (stereo unspecified)
- CHOP inh = -7

SMILES: FC(F)(F)c1cc(CO[C@H]2CCCN[C@H]2c2ccccc2)cc(C(F)(F)F)c1
- CHOP inh = -12

SMILES: CN(C)CCCO[C@@H]1[C@H]2OC(C)(C)O[C@H]2O[C@@H]1C(O)CO (stereo partly specified)
- CHOP inh = 63

SMILES: NCCNS(=O)(=O)c1cccc2cnccc12
- CHOP inh = 8

SMILES: COc1cc(CNC(=O)CCCCCCC(C)C)ccc1O
- CHOP inh = 33

SMILES: O=c1onc2n1-c1cc(Br)ccc1OC2
- CHOP inh = -14

SMILES: Clc1ccc(N2CCN(Cc3c[nH]c4ncccc34)CC2)cc1
- CHOP inh = -34

SMILES: CCCCNc1c(C(=O)OCC)c(C)nc2c1cnn2CC
- CHOP inh = 4

SMILES: CC(C)NCC(O)c1ccc(O)c(O)c1 (stereo unspecified)
- CHOP inh = 12

SMILES: CCOC(=O)C12CC1/C(=N/O)c1ccccc1O2 (stereo unspecified)
- CHOP inh = -22

SMILES: Cc1ccc([N+](=O)[O-])cc1S(=O)(=O)N(C)C
- CHOP inh = 2

SMILES: CCCN(CCC)CCc1cccc2c1CC(=O)N2
- CHOP inh = -10

SMILES: CC1(C)CCC2=C(O1)c1ccccc1C(=O)C2=O
- CHOP inh = 4

SMILES: COc1cc2c(CCNC(C)=O)c[nH]c2cc1O
- CHOP inh = -5

SMILES: CC1(C)CCC=[N+]1[O-]
- CHOP inh = 1

SMILES: CO/N=C(\C(=O)N[C@@H]1C(=O)N2C(C(=O)O)=C(CSc3nc(=O)c(O)nn3C)CSC12)c1csc(N)n1 (stereo partly specified)
- CHOP inh = -16

SMILES: Cc1nc(N=Nc2ccc(S(=O)(=O)O)cc2S(=O)(=O)O)c(COP(=O)(O)O)c(C=O)c1O
- CHOP inh = -10

SMILES: COc1ccc2[nH]c(I)c(CCNC(C)=O)c2c1
- CHOP inh = -3

SMILES: COc1cc(/C=C(\C#N)C(=O)c2ccc(O)c(O)c2)cc(I)c1O
- CHOP inh = 86*

SMILES: N[C@@H](CC(=O)O)C(=O)O
- CHOP inh = 28

# CHOP inh: entries above that show a hit.
SMILES: O=S(=O)(NCCNC/C=C/c1ccc(Br)cc1)c1cccc2cnccc12
- CHOP inh = 95*

SMILES: COc1cc(/C=C(\C#N)C(=O)c2ccc(O)c(O)c2)cc(I)c1O
- CHOP inh = 86*

# Remaining list, next part
SMILES: NCCNC(=O)c1ncsc1-c1cccc(F)c1
- CHOP inh = -18

SMILES: CC(/C=C/c1cccc(Oc2ccc(F)cc2)c1)N(O)C(N)=O (stereo unspecified)
- CHOP inh = -12

SMILES: OCc1ccc(-c2nn(Cc3ccccc3)c3ccccc23)o1
- CHOP inh = -8

SMILES: NCCC1CCCC(CCN)N1 (stereo unspecified)
- CHOP inh = 16

SMILES: CN(C)c1nc(N)c(C(=O)N=C(N)N)nc1Cl
- CHOP inh = -2

SMILES: COc1cc2c(cc1OC)-c1cc(=Nc3c(C)cc(C)cc3C)n(C)c(=O)n1CC2
- CHOP inh = -12

SMILES: CC(=O)N[C@@H](Cc1c[nH]c2ccccc12)C(=O)OCc1cc(C(F)(F)F)cc(C(F)(F)F)c1
- CHOP inh = -15

SMILES: CCn1ccnc1CC1COc2ccccc2O1 (stereo unspecified)
- CHOP inh = 10

SMILES: N[C@H]1CONC1=O
- CHOP inh = -11

SMILES: OCC1NC[C@@H](O)C(O)[C@@H]1O (stereo partly specified)
- CHOP inh = 16

SMILES: CCCC(=O)NCCc1c2n(c3ccc(OC)cc13)Cc1ccccc1-2
- CHOP inh = -21

SMILES: CN(C)CC[C@@H](c1ccc(Br)cc1)c1ccccn1
- CHOP inh = -19

SMILES: Nc1ncnc2c1ncn2[C@@H]1O[C@H](CO)[C@H](O)C1O (stereo partly specified)
- CHOP inh = 24

SMILES: CC(=O)[C@H]1CCC2C3CC=C4C[C@@H](OS(=O)(=O)O)CC[C@]4(C)C3CC[C@@]21C (stereo partly specified)
- CHOP inh = -16

SMILES: O=C(O)[C@@H]1C[C@@H](C(=O)O)N1
- CHOP inh = -27

SMILES: COc1ccccc1N1CCN(CCCNc2c(C)c(=O)n(C)c(=O)n2C)CC1
- CHOP inh = 1

SMILES: Nc1ncn([C@@H]2O[C@H](CO)[C@@H](O)[C@H]2O)c(=O)n1
- CHOP inh = -14

SMILES: N#Cc1cc2nc(O)c(O)nc2cc1[N+](=O)[O-]
- CHOP inh = -1

SMILES: Oc1cc2c(cc1O)CN(C(=S)NCCc1ccc(Cl)cc1)CCC2
- CHOP inh = 2

SMILES: CCCCC[C@H](CC(=O)NO)C(=O)N[C@H](C(=O)N1CCC[C@H]1CO)C(C)C
- CHOP inh = -12

SMILES: O=[N+]([O-])c1ccc(CSc2ncnc3c2ncn3[C@@H]2O[C@H](CO)[C@H](O)C2O)cc1 (stereo partly specified)
- CHOP inh = 2

SMILES: CC(C)[C@H](NC(=O)OCc1ccccc1)C(=O)N[C@H](C=O)Cc1ccccc1
- CHOP inh = -10

SMILES: O=C(/C=C/c1ccc(O)c(O)c1)OCCc1ccccc1
- CHOP inh = -17

SMILES: CN1C[C@H](C(=O)N[C@]2(C)O[C@@]3(O)[C@@H]4CCCN4C(=O)[C@H](Cc4ccccc4)N3C2=O)C[C@@H]2c3cccc4[nH]cc(c34)C[C@H]21
- CHOP inh = 5

SMILES: O=C(NCCNCC(O)COc1ccc(O)cc1)N1CCOCC1 (stereo unspecified)
- CHOP inh = -10

# Sorted by value in CHOP inh (ascending): some entries from above
SMILES: CC(=O)N[C@@H](Cc1c[nH]c2ccccc12)C(=O)OCc1cc(C(F)(F)F)cc(C(F)(F)F)c1
- CHOP inh = -15

SMILES: CCCCC[C@H](CC(=O)NO)C(=O)N[C@H](C(=O)N1CCC[C@H]1CO)C(C)C
- CHOP inh = -12

SMILES: O=[N+]([O-])c1ccc(CSc2ncnc3c2ncn3[C@@H]2O[C@H](CO)[C@H](O)C2O)cc1 (stereo partly specified)
- CHOP inh = 2

SMILES: OCC1NC[C@@H](O)C(O)[C@@H]1O (stereo partly specified)
- CHOP inh = 16

SMILES: Nc1ncnc2c1ncn2[C@@H]1O[C@H](CO)[C@H](O)C1O (stereo partly specified)
- CHOP inh = 24

# Carrying on.
SMILES: CNCCC(Oc1ccccc1C)c1ccccc1 (stereo unspecified)
- CHOP inh = 47

SMILES: CN1C2CCC1CC(NC(=O)c1nn(C)c3ccccc13)C2 (stereo unspecified)
- CHOP inh = 46

SMILES: c1ccc([C@H]2CN3CCSC3=N2)cc1
- CHOP inh = -18

SMILES: CCCCS(=N)(=O)CCC(N)C(=O)O (stereo unspecified)
- CHOP inh = 4

SMILES: NCC(O)(CS(=O)(=O)O)c1ccc(Cl)cc1 (stereo unspecified)
- CHOP inh = -5

SMILES: C=CCN1CCc2cc(O)c(O)cc2C(c2ccccc2)C1 (stereo unspecified)
- CHOP inh = 95*

SMILES: O=C1CCC(c2ccc(-n3ccnc3)cc2)=NN1
- CHOP inh = 15

SMILES: N[C@@H](Cc1ccc(F)cc1)C(=O)O
- CHOP inh = -2

SMILES: [Li+]
- CHOP inh = 31

SMILES: Ic1ccc(N2CCN(Cc3c[nH]c4ncccc34)CC2)cc1
- CHOP inh = 3

SMILES: Cn1c(=O)c2[nH]c(C3CCCC3)nc2n(C)c1=O
- CHOP inh = -8

SMILES: CCn1cc(C(=O)O)c(=O)c2ccc(Cc3ccccc3)nc21
- CHOP inh = 9

SMILES: CN(Cc1cnc2nc(N)nc(N)c2n1)c1ccc(C(=O)N[C@@H](CCC(=O)O)C(=O)O)cc1
- CHOP inh = -14

SMILES: CC(=O)[C@]1(O)Cc2c(O)c3c(c(O)c2[C@@H](O[C@H]2C[C@H](N)[C@H](O)[C@H](C)O2)C1)C(=O)c1ccccc1C3=O
- CHOP inh = 17

SMILES: NC/C=C/C(=O)O
- CHOP inh = 52

SMILES: COc1cc(C(=O)OCCCN2CCCN(CCCOC(=O)c3cc(OC)c(OC)c(OC)c3)CC2)cc(OC)c1OC
- CHOP inh = -3

SMILES: C=C(C)C1CC=C(C(=O)O)CC1 (stereo unspecified)
- CHOP inh = -12

SMILES: O=c1cc(-c2ccccc2)[nH]c2nc(Cl)ccc12
- CHOP inh = 2

SMILES: COc1ccc(NC(=O)/C=C/c2ccc(Cl)cc2)cc1
- CHOP inh = -9

SMILES: C=CCN1CCc2c(cc(O)c(O)c2Br)[C@@H](c2ccccc2)C1
- CHOP inh = -2

SMILES: O=Nc1c(-c2c(O)[nH]c3ccccc23)[nH]c2ccccc12
- CHOP inh = 4

SMILES: COc1cc(OC)c(/C=C2/C(=O)Nc3ccccc32)c(OC)c1
- CHOP inh = 13

SMILES: Cc1cc(O)c2c(c1)C(=O)c1cc(O)cc(O)c1C2=O
- CHOP inh = 6

SMILES: c1ccc2nc(C3=NCCN3)ccc2c1
- CHOP inh = -15

SMILES: COc1ccc(C(=O)NCc2cccnc2)cc1C(=O)NCc1cccnc1
- CHOP inh = -5

# Reprinted at random: 3 records from the list, in no set order.
SMILES: Nc1ncn([C@@H]2O[C@H](CO)[C@@H](O)[C@H]2O)c(=O)n1
- CHOP inh = -14

SMILES: CCn1ccnc1CC1COc2ccccc2O1 (stereo unspecified)
- CHOP inh = 10

SMILES: CC(/C=C/c1cccc(Oc2ccc(F)cc2)c1)N(O)C(N)=O (stereo unspecified)
- CHOP inh = -12
